Screening results: PubChem, Broad Institute
esBAF inh – blocks esBAF chromatin remodeling in mouse ES cells | Bmi1-luciferase knock-in reporter, 24 h; 100% = twice the neutral-well signal | reporter increase, % at 12.5 µM | 350,000 compounds, 2% hits; in the data active means activation above about 40%; inconclusive means no clear call, values can overlap the other calls;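 further: 0% = median of the plate's neutral control wells and 100% = double that signal; a rise in the Bmi1 reporter signal indicates esBAF inhibition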
ERp5 block – inhibitors of human ERp5. Q15084. ERp5 insulin aggregation, absorbance 650 nm, 90 min. inhibition, % at 9.99 µM. 350,000 compounds, 0.05% hits;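 active means mean replicate inhibition above about 25%, with every replicate also reaching it, limit read from the data, passing the limit was not always enough; inconclusive means only one of those two criteria met; inactive means neither criterion met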
Target sequence (Q15084 whole entry, looked up): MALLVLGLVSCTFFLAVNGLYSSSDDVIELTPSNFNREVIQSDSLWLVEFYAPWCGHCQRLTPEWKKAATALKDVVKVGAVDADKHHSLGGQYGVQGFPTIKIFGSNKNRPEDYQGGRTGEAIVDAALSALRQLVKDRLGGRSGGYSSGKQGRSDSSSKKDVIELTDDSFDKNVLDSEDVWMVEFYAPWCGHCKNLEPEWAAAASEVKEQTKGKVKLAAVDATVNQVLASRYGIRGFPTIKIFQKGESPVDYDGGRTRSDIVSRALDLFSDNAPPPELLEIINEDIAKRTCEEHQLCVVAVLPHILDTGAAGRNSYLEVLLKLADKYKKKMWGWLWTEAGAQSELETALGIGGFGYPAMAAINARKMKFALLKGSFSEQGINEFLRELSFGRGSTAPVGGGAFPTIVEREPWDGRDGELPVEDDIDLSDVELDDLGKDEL
miR-122 sensor – miR-122 inhibition in Huh7 cells | activation (reporter increase), % at 12.5 µM | Huh7 miR-122 Renilla luciferase sensor, 48 h; neutral wells = 0, positive control = 100 | 340,000 compounds, 0.3% hits;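 active means mean replicate activation score at least 90 and every replicate individually at or above 90; inconclusive means only one of the two criteria met; inactive means neither criterion met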;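 further: higher luciferase means less miR-122 activity so hits act as miR-122 inhibitors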
SIRT5 block – inhibitors of human sirtuin-5 desuccinylase. Q9NXA8. Purified SirT5, succinyl-peptide AMC, trypsin-coupled fluorescence. inhibition, % at 15 µM. 330,000 compounds, 1.1% hits; in the data active means inhibition above about 15%; inconclusive means no clear call, values can overlap the other calls
Target sequence (Q9NXA8 whole entry, looked up): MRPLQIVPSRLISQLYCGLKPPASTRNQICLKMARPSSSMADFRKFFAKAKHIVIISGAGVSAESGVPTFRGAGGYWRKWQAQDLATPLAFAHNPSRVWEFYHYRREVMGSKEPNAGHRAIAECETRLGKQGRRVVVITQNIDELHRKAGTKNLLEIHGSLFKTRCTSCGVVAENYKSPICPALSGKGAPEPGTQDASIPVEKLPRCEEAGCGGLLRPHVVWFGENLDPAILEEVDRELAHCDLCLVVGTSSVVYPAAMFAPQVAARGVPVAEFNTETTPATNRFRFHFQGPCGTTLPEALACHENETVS
ARNT-TACC3 inh – disrupts binding between human ARNT and TACC3; inhibition, % at 9.99 µM; AlphaScreen His-ARNT PAS-B/GST-TACC3 binding, luminescence; TACC3 fragment carries E629A point mutation; 390,000 compounds, 0.66% hits; AID 623870; Q9Y6A5;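 active means mean inhibition of replicates at least 50% and at least half of replicates each reaching 50%; inconclusive means half or more replicates reach 50% but mean below 50%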;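 further: 0% = complete ARNT plus TACC3 wells and 100% = ARNT alone without TACC3; many hits fall short of the cut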
Cneo AK release – Cryptococcus neoformans lysis via adenylate kinase release; 360,000 compounds, 0.2% hits; C. neoformans lysis, adenylate kinase release luminescence, 4 h; normalised: neutral wells 0, clomiphene wells 100; lysis activity, % at 15 µM; AID 651654;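 active means mean lysis activity across replicates of at least 80%, whatever share of replicates individually reach that level; inactive means mean lysis activity below 80%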
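Test system: log-phase Cryptococcus neoformans yeast cells; Quantity: yeast cell density of 5 × 10^6 cells/mL; Buffer or medium: YPD; Doses: single compound concentration per well; Timing: 4 h at 37 °C static, read 1 h later; Measured by: AK luminescence; Read-out basis: lysis from increased AK signal; Control set: Clomiphene as positive control.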
Statin myotox sup – suppressors of simvastatin-induced myotoxicity in C2C12 myotubes | 330,000 compounds, 0.78% hits | rescue of ATP level, % at 7.49 µM | ATP luminescence, 48 h; scaled: DMSO 0, geranylgeraniol control 100;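 active means mean ATP rescue above about 67%, or every replicate alone reaching that limit, limit read from the data, passing the limit was not always enough; inconclusive means no clear call, values can overlap the other calls; inactive means mean under the limit and some replicate under it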;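 further: myotubes were challenged with 10 µM simvastatin during compound exposure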
Numbers without * were called inactive; ? = inconclusive; . = not tested or not shown; [ ] = dose if it differs, or a comment.

The line under a structure holds: esBAF inh	ERp5 block	miR-122 sensor	SIRT5 block	ARNT-TACC3 inh	Cneo AK release	Statin myotox sup
> O=C(C[C@H]1C=C[C@@H](NC(=O)c2ccc3c(c2)OCO3)[C@H](CO)O1)NCc1ccc(Cl)cc1
 : -5	6	.	-5	-14	-1	1
> COC(=O)C(CCSC)NC(=O)Cn1ncc2c(=O)oc3ccccc3c21 (stereo unspecified)
 : -1	-5	-5	-8	-2	3	8
> CC(=O)Oc1ccc(C(=O)Nc2ccccc2NC(=O)c2ccc(OC(C)=O)cc2)cc1
 : 18	0	4	-3	-3	1	3
> COc1ccc(CNS(=O)(=O)NCc2ccccc2F)cc1
 : -9	-8	.	2	-2	.	6
> Cc1ccc(F)cc1C(=O)N1CCCCC1c1cc(C(=O)NC(C)C)no1 (stereo unspecified)
 : -2	2	-2	-4	.	5	9
> CO[C@H]1CC[C@H]2CCOc3ccc(C#N)cc3C(=O)N(C)C[C@@H](C)C(=O)N(C)C[C@H]1O2
 : -1	7	.	-2	-5	0	2
> CC1(O)c2ccccc2C(=O)N1Cc1ccccc1 (stereo unspecified)
 : 5	.	-4	.	22	1	8
> CC(CCN1CCN=C1N(C)C)c1ccccc1 (stereo unspecified)
 : 3	3	1	.	4	5	4
> O=C(NC12CC3CC(CC(C3)C1)C2)c1ccc(Br)o1
 : 3	-2	0	1	4	5	12
> COc1ccc(NC(=O)C2(C)Cc3c(-c4cccc(C(N)=O)c4)ccnc3O2)cn1 (stereo unspecified)
 : -12	-7	10	-1	.	1	-2
> COc1ccc(C)cc1NC(=O)C1CCCCC1C(=O)O (stereo unspecified)
 : -3	.	21	.	-1	0	.
> O=S(=O)(Nc1cccc(Cl)c1)c1ccc(-n2cccn2)cc1
 : 7	0	87	12	-2	-2	19
> O=C(C1=C(O)C(=O)N(CCN2CCOCC2)C1c1ccc(Br)cc1)c1cc2ccccc2o1 (stereo unspecified)
 : -3	2	.	5	-2	-2	2
> Cc1ccc(S(=O)OCC(=O)Nc2cc(Cl)ccc2N2CCOCC2)cc1 (stereo unspecified)
 : 2	.	3	.	-15	0	1
> O=C(CCC1CCCC1)Nc1ccon1
 : 3	.	-10	.	-4	-3	0
> COc1ccc(CN(C)C[C@H]2OCCCC[C@@H](C)Oc3ccc(NS(=O)(=O)c4ccc(OC)cc4)cc3C(=O)N([C@H](C)CO)C[C@@H]2C)cc1
 : -11	.	22[16.7 µM]	.	-15	6	.
> O=C(OC[C@@H]1[C@H]2c3ccccc3O[C@]1(CO)N=C1Sc3ccc([N+](=O)[O-])cc3C(=O)N12)c1ccccc1
 : .	-6	.	1	16	8	.
> O=c1cc(-c2ccc(O)cc2)oc2cc(O)cc(O)c12
 : ?	1	4	4	-1	-3	12
> COc1cc(OC)cc(-c2nc(-c3cccs3)no2)c1
 : .	6	.	-1	-3	.	.
> N#Cc1ccc(S(=O)(=O)NCCc2ccncc2)cc1
 : -9	3	.	-8	-2	-2	-4
> CCCc1ccc(-c2c(C)sc(N)c2C#N)cc1
 : 9	.	-1	.	.	0	-17
> O=C(Cn1nnc(-c2ccccc2)n1)OC1CCOC1=O (stereo unspecified)
 : -8	.	-7	.	.	2	-30
> Cc1ccc(C(=O)CCC(=O)OCC(=O)Nc2c(C)nn(-c3ccccc3)c2C)cc1
 : 3	5	-3	-1	-1	2	8
> COC(=O)c1sc2ccccc2c1-n1cccc1C(=O)C(=O)Nc1ccccc1
 : 11	.	5	.	10	3	18
> CCOc1ccccc1N(C)S(=O)(=O)c1ccc2c(c1)CC(C)N2C(=O)C1CC1 (stereo unspecified)
 : 0	4	.	3	-8	8	-53
> CCCn1c(=S)[nH]c2cc(C(=O)N3CCN(C)CC3)ccc2c1=O
 : -5	1	-1	-1	.	3	-13
> COc1cccc(N(C(=O)CNC(=O)c2ccco2)C(C(=O)NC2CCCCC2)c2cccnc2)c1 (stereo unspecified)
 : -4	2	1	-3	11	4	-4
> O=C(Nc1ccccc1OC(F)F)c1ccc(S(=O)(=O)N2CCOCC2)cc1
 : -3	-4	0	-1	1	-1	2
> O=C(COc1ccc(Cl)cc1Cl)NN=C1CCCCC1
 : -8	3	-4	-1	.	3	6
> O=C(CN1C(=O)NC(c2ccccc2)(c2ccccc2)C1=O)NC1CCS(=O)(=O)C1 (stereo unspecified)
 : -3	5	.	-1	-5	2	4
> Cc1nn2c(-c3ccccc3)ccnc2c1Br
 : 3	0	-13	-4	-5	0	-2
> C[C@@H]1CN([C@@H](C)CO)C(=O)c2cc(/C=C/c3ccccc3)cnc2O[C@H]1CN(C)Cc1ccc2c(c1)OCO2
 : -3	1	-10[16.7 µM]	-5	13	3	22
> CN(C)S(=O)(=O)c1cccc(NC(=O)c2ccc(S(=O)(=O)N3CCCCC3)cc2)c1
 : 3	15	-2	2	-8	-1	0
> Cc1[nH]c2ccccc2c1C(=O)CSc1nc2ncc(Cl)cc2[nH]1
 : .	6	.	-4	0	0	.
> C[C@@H]1CCCCO[C@@H](CN(C)C(=O)c2ccccc2)[C@H](C)CN([C@H](C)CO)C(=O)c2cc(NC(=O)C3CCCCC3)ccc2O1
 : 5	-5	4[16.7 µM]	2	-8	0	-27
> C/C(Cl)=C\Cn1c(NCCCn2ccnc2)nc2c1c(=O)n(C)c(=O)n2C
 : 4	.	4	.	-8	.	-6
> CC1(Cc2cccc(F)c2)C(=O)Nc2ccc(S(=O)(=O)NC3CCCCC3)cc21 (stereo unspecified)
 : 2	-4	56	0	.	1	164*
> COc1ccc(C2C(C#N)=C(N)OC3=C2C(=O)CC(C)(C)C3)cc1Cn1nc(C)c([N+](=O)[O-])c1C (stereo unspecified)
 : .	0	.	-1	1	.	.
> CCCc1cn(CC[C@H]2CC[C@H](NC(=O)C3CCCCC3)[C@H](CO)O2)nn1
 : 0	1	-3[16.7 µM]	-1	-17	-1	11
> C[C@@H]1CN([C@@H](C)CO)S(=O)(=O)c2ccc(-c3ccccc3)cc2O[C@@H]1CN(C)C(=O)Nc1ccccc1F
 : .	2	6[16.7 µM]	2	2	-2	-68
> Cc1ccsc1C1C(C#N)=C(N)Oc2n[nH]c(C)c21 (stereo unspecified)
 : 3	2	18	0	10	-5	7
> O=P(O)(O)C(O)C(F)(F)C(F)(F)C(F)(F)C(F)F (stereo unspecified)
 : -5	.	13	.	-4	-1	6
> Cc1c(C)c2ccc(OC3CCCCC3=O)cc2oc1=O (stereo unspecified)
 : 15	.	.	.	-3	0	0
> Cc1ccc(-c2cc3nc(-c4ccc(Br)cc4)cc(N)n3n2)cc1
 : .	.	1	.	-5	-2	.
> COc1ccc(NC(=O)Cn2nnc(C(=O)NCCc3ccccc3)c2N)cc1
 : -1	-1	-4	-1	6	.	-12
> COc1cc(S(=O)(=O)NCCCN2CCOCC2)ccc1Cl
 : -7	.	3	.	-32	1	-3
> CCOC(=O)CN1C(=O)S/C(=C\c2ccc(-c3ccc(C(=O)O)c(Cl)c3)o2)C1=O
 : 0	4	-5	12	4	-1	-2
> CCOc1ccc(C(CCc2ccccc2)NC(=O)c2ccccc2F)cc1OCC (stereo unspecified)
 : -2	2	-46	10	-2	0	7
> CCOC(=O)/C(=C\c1ccccc1)NC(=O)c1ccccc1
 : 11	6	.	1	.	.	12
> COc1ccc(NC(=O)C2=C(C)NC(=O)NC2c2cccc(OC)c2OC)c(OC)c1 (stereo unspecified)
 : 2	.	3	.	0	-3	-3
> CC1CC(C)CN(CC(=O)NC(c2ccccc2)c2ccccc2)C1 (stereo unspecified)
 : .	-4	.	-1	-8	.	.
> CCCC(=O)N(Cc1cc(=O)[nH]c2ccccc12)c1ccc(C)cc1
 : -3	0	-4	-4	-4	-2	-2
> C[C@H]1CN([C@@H](C)CO)C(=O)Cc2cc(NC(=O)CCN3CCOCC3)ccc2O[C@H]1CN(C)C(=O)Nc1cccc2ccccc12
 : -3	-1	5[16.7 µM]	5	2	-1	13
> O=[N+]([O-])c1ccc(S(=O)(=O)CC2CSc3nc4ccccc4n32)cc1 (stereo unspecified)
 : .	.	-4	.	39	-1	.
> O=C(C[C@@H]1CC[C@@H]2[C@H](COC[C@H](O)CN2C(=O)c2cccnc2)O1)Nc1ccc(-c2ccccc2)cc1
 : 4	.	3[16.7 µM]	.	7	-3	-19
> O=C(CCNC(=O)c1ccc([N+](=O)[O-])cc1)NCc1ccccc1
 : -7	-9	-2	-1	3	-4	4
> O=CN1Cc2[nH]c3ccccc3c2N(c2ccc(Cl)cc2)C1=O
 : 1	.	15	.	4	0	0
> O=c1cc(CSc2ccccn2)[nH]c(=O)[nH]1
 : -3	.	3	.	0	-1	.
> CO[C@H](CN(C)S(=O)(=O)c1ccc(F)cc1)[C@@H](C)CN(Cc1ccccc1Cl)[C@H](C)CO
 : 0	1	.	-5	1	2	-9
> CCC(=O)N1COC[C@@H]1Cc1ccccc1
 : .	.	-1	.	4	2	.

Gathered by group, those above with an aryl thioether with sulfur outside any ring
The line under a structure holds: esBAF inh	ERp5 block	miR-122 sensor	SIRT5 block	ARNT-TACC3 inh	Cneo AK release	Statin myotox sup
> Cc1[nH]c2ccccc2c1C(=O)CSc1nc2ncc(Cl)cc2[nH]1
 : .	6	.	-4	0	0	.
> O=c1cc(CSc2ccccn2)[nH]c(=O)[nH]1
 : -3	.	3	.	0	-1	.

Continuation:
The line under a structure holds: esBAF inh	ERp5 block	miR-122 sensor	SIRT5 block	ARNT-TACC3 inh	Cneo AK release	Statin myotox sup
> COc1cccc(NC(=O)N[C@@H]2C=C[C@H](CC(=O)NCc3ccccn3)O[C@@H]2CO)c1
 : 3	2	.	-4	.	2	0
> CNc1cncc(-c2ccc(NS(C)(=O)=O)cc2)n1
 : -5	3	13	.	.	0	-34
> O=C(OCC(=O)N1CCCC1=O)c1cccc([N+](=O)[O-])c1
 : -5	8	.	-1	1	5	-1
> O=C1Nc2cc(S(=O)(=O)N3CCCC3)ccc2N2CCCC12 (stereo unspecified)
 : -7	.	-2	.	0	-4	7
> CCOC(=O)C1CCCN(C(=O)c2cc(-c3ccc(C)cc3)nc3ccccc23)C1 (stereo unspecified)
 : .	5	0	1	-1	.	.
> COc1ccc([C@H]2CC(=O)C=C(c3cccc(C(C)C)c3)C2)cc1OC
 : 9	4	-11	6	3	-4	-16
> COc1ccc(-c2nc(CS(=O)CC(=O)NCCc3ccc(OC)c(OC)c3)c(C)o2)cc1 (stereo unspecified)
 : .	2	.	-3	-5	.	.
> O=C(N/N=C/c1cccnc1)c1ccc(NC(=O)c2ccc(F)cc2)cc1
 : 1	4	.	-3	-4	-4	16
> CCc1ccccc1NC(=O)CCS(=O)(=O)c1ccc2c(c1)CCCN2C(C)=O
 : 3	-3	-2	2	-5	0	13
> COc1ccc(S(=O)(=O)N(C)C[C@@H]2Oc3ccc(NC(=O)Cc4cn(C)c5ccccc45)cc3C(=O)N([C@H](C)CO)C[C@@H]2C)cc1
 : 1	13	-5[16.7 µM]	1	7	-5	-18
> CCOc1ccc(-c2cn(-c3ccc(OC)cc3)c(SC)n2)cc1
 : 65*	.	4	.	1	-1	-9
> CCn1c(SCC(=O)N(C(C)C)C(C)C)nnc1-c1cc2ccccc2cc1O
 : -6	-8	9	2	11	.	-37
> CCCN(CCO)Cc1cccc(Cl)c1
 : 0	-2	0	-3	.	-6	-4
> CCCCCCCCCCOC(=O)Cn1c(COc2cccc(C)c2)[n+](C)c2ccccc21
 : -21	6	.	13	1	-1	-116
> CN1CCN(C(=O)c2cc3c(c(-c4cccc(-c5cccc(F)c5)c4)n2)[C@@H](CCO)N(S(=O)C(C)(C)C)C3)CC1 (stereo partly specified)
 : 2	-4	.	-3	-6	-13	.
> O=C(C[C@@H]1CC[C@@H](NS(=O)(=O)c2cccc(F)c2)[C@H](CO)O1)N1CCCCC1
 : -2	-1	.	0	-15	2	-3

The order is random; any-hit rate near 4%.
